Bioassay records from PubChem.
Keap1 Nrf2 FP: inhibitors of human Keap1-Nrf2 protein-protein interaction; Keap1 Kelch-Nrf2 peptide fluorescence polarization, 1536-well; AID 504523; inhibition, % at 9.4 µM; actives 0.15% (n = 340,000); Q14145; in the data active = inhibition above about 12%;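 also: human Keap1 Kelch domain with fluorescein labeled Nrf2 9mer peptide probe; 0% = neutral control wells and 100% = peptide positive control; higher means more block of Keap1 binding to Nrf2 peptide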
dFosB act: mouse delta FosB homodimer activation. P13346. purified delta FosB, TAMRA-CDK5 oligo fluorescence polarization; percent of positive-control signal above neutral wells. activation, % at 25 µM. actives 0.99% (n = 340,000). AID 493131;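 active = mean activation above about 17%, with every replicate also reaching it, limit read from the data, passing the limit was not always enough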;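 also: fluorescence polarization rise as delta FosB binds a TAMRA Cdk5 AP-1 oligo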
Cardiac RTF inh: cardiac RTF calcium desensitization; P19429+P45379; IANBD-labeled cardiac RTF, Ca2+ fluorescence; inhibition, % at 7.15 µM; actives 0.12% (n = 340,000); AID 493244;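 active = inhibition above the mean inhibition of all tested compounds plus 3 SD, cut at about 17% in these data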;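 also: assay run at fixed EC70 calcium of 1.6 mM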
NSD2 inh: blocks human histone methyltransferase NSD2; O96028; NSD2 peptide methylation, AlphaScreen, 120 min; inhibition, % at 12.5 µM; actives 0.54% (n = 310,000); in the data active = inhibition above about 50%
CDK5 p35 inh: inhibitors of human CDK5/p35 kinase. Q00535+Q15078. Recombinant CDK5/p35, ADP-Glo luminescence, 60 min. inhibition, % at 10 µM. actives 0.01% (n = 330,000). AID 488839;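 active = highest replicate inhibition of at least 50% and at least 75% of replicates reaching 50%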;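 also: plate controls were DMSO neutral control for no effect and GW8510 at 10 µM for full effect; many of its hits are not listed in these tables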
Target sequence (Q00535 whole entry, looked up): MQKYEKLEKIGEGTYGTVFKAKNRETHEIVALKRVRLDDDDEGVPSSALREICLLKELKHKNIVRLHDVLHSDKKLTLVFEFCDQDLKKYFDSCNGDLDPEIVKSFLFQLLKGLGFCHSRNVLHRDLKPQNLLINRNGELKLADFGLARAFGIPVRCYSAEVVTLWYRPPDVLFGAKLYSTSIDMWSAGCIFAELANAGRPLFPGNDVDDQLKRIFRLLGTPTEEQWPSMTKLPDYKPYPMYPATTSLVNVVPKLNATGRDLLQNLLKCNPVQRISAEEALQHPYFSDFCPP
Target sequence (Q15078 whole entry, looked up): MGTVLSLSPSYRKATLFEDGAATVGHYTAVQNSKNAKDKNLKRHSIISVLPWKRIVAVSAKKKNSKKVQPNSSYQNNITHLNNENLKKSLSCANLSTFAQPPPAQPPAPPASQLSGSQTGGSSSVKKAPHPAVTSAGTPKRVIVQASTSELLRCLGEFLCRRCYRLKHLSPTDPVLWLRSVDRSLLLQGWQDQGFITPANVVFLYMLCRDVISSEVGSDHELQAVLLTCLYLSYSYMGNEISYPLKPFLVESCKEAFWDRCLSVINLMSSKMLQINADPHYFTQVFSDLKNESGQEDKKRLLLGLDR
Rtt109 HAT inh: inhibitors of Candida albicans Rtt109/Vps75 histone acetyltransferase; Q5AAJ8; purified Rtt109/Vps75, ThioGlo CoA-SH fluorescence, 4 h; inhibition, % at 34.9 µM; actives 0.16% (n = 330,000);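 active = inhibition of at least 50% in every replicate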
Target sequence (Q5AAJ8 whole entry, looked up): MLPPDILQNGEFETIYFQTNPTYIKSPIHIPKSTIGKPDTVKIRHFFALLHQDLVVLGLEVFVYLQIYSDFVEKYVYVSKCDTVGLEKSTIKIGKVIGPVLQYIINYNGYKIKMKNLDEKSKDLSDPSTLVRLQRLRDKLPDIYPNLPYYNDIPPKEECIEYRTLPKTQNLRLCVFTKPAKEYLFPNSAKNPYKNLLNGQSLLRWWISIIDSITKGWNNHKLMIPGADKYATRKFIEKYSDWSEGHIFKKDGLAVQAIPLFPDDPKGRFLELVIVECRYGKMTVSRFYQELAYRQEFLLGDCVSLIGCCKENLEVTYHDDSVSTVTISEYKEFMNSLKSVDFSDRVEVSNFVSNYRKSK
RTF Ca sens act: increases calcium sensitivity of human cardiac regulated thin filaments | P19429+P45379 | IANBD-labeled TnC RTF fluorescence at EC20 calcium; 0% EC20 calcium, 100% full calcium | activation, % at 7.2 µM | actives 0.24% (n = 340,000) | AID 493008;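 active = activation above the mean over all tested compounds plus 3 SD, cut at about 30% in these data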;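 also: rise in fluorescence read as greater calcium sensitivity of cardiac thin filaments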
C-LANA FP: blocks KSHV LANA C-terminal domain binding to DNA; MBP-C-LANA/FAM-LBS DNA binding, fluorescence polarization; inhibition, % at 9 µM; actives 0.078% (n = 340,000); AID 504423;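 active = highest replicate inhibition at or above 60% at 9 µM, even if other replicates fall short; inactive = all replicates below 60% inhibition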;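 also: 0% = neutral control wells and 100% = 4 µM acridine orange control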
PfHsp90 yeast 2: reduces growth (ATP signal) of yeast expressing P. falciparum Hsp90 | actives 0.32% (n = 310,000) | S. cerevisiae expressing PfHsp90, BacTiter-Glo ATP, 48 h; yeast lacking PDR1 and PDR3 efflux regulators | inhibition, % at 9.4 µM;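 active = every replicate shows inhibition above about 80%, whatever the replicate mean, limit read from the data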;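 also: 0% = DMSO neutral controls and 100% = 20 µM radicicol positive controls; yeast relying on Plasmodium falciparum Hsp90 in place of its own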
Mot1-301 SUMO: SUMOylation pathway inhibition by Mot1-301 growth rescue; S. cerevisiae Mot1-301 growth rescue, ATP luminescence, 38.5C; percent above DMSO median, 100 means doubled; growth rescue, % at 18.8 µM; actives 1% (n = 320,000); AID 2716;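 active = every valid replicate shows activation above 250% relative to neutral control wells; inactive = the rest, any valid replicate at or below 250%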;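 also: OY570 slx delta 5 strain wells were the positive control but not used for scaling; some compounds called inactive have numbers as strong as hits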
PvdQ inh: blocks Pseudomonas aeruginosa PvdQ acylase activity | actives 0.063% (n = 340,000) | AID 488965 | inhibition, % at 10 µM | purified PvdQ acylase, fluorescence plate reader; in the data active = inhibition above about 30%, passing the limit was not always enough;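 also: 0% = vehicle neutral wells and 100% = reference inhibitor wells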
Active calls of the source: *; x = not tested or not shown.

SMILES | Keap1 Nrf2 FP | dFosB act | Cardiac RTF inh | NSD2 inh | CDK5 p35 inh | Rtt109 HAT inh | RTF Ca sens act | C-LANA FP | PfHsp90 yeast 2 | Mot1-301 SUMO | PvdQ inh
COc1ccc(N(C(=O)c2ccco2)C(C(=O)NC2CCCC2)c2cccs2)cc1 (configuration not stated) | -4 | -8 | 2 | 0 | -1.3 | 6 | -5 | -1.5 | -10 | -8 | -4
CC(C)N1CC2(c3ccccc3)CN(C(C)C)CC(c3ccccc3)(C1)C2=O | -2 | 4 | 3 | -4 | 0.6 | -5 | -6 | -0.4 | 0 | -5 | -4
CC(C)NCCOc1cccc(Br)c1 | 2 | 0 | -7 | 37 | 0.3 | 3 | -1 | 3.2 | 7 | -8 | -8
Cc1c(NC(=O)/C(C#N)=C/c2ccccc2)c(=O)n(-c2ccccc2)n1C | -4 | -3 | -1 | 0 | -2.1 | 1 | 6 | 0.1 | 11 | -5 | 7
CN(C)CCn1c2c(c(SCC(=O)NCc3ccccc3)nc1=O)CCC2 | -3 | -7 | -12 | 0 | -1.1 | -6 | -1 | 1.2 | 7 | -8 | -7
CN(C)c1ccc(C(CNS(=O)(=O)c2ccc3ccccc3c2)N2CCOCC2)cc1 (configuration not stated) | 1 | -5 | 0 | 2 | -0.5 | 6 | -2 | 2.2 | x | 237 | -3
Nc1nc(Br)c2c(F)cccc2c1-c1ccc(Cl)cc1 | 1 | 2 | -2 | -1 | -1.0 | -9 | 1 | 0.3 | 2 | -5 | 7
N#CC1=C(SCC(=O)Nc2ccccc2)NC(=O)CC1c1ccco1 (configuration not stated) | -2 | -1 | 3 | -13 | 0.6 | 1 | 1 | 1.7 | -22 | -31 | -17
CCOc1ccc(NC(=S)NC(C)C(c2ccccc2)N2CCN(C)CC2)cc1 (configuration not stated) | 2 | -2 | -7 | 4 | -0.6 | -2 | 1 | 1.5 | x | -7 | -8
Cc1ccnc(NS(=O)(=O)c2ccc(NC(=O)c3cc(-c4ccc(Br)cc4)nc4ccccc34)cc2)n1 | -3 | -9 | -1 | 3 | 1.1 | -7 | -3 | 1.5 | -6 | 23 | -12

By substructure, those above with four or more nitrogen atoms.
SMILES | Keap1 Nrf2 FP | dFosB act | Cardiac RTF inh | NSD2 inh | CDK5 p35 inh | Rtt109 HAT inh | RTF Ca sens act | C-LANA FP | PfHsp90 yeast 2 | Mot1-301 SUMO | PvdQ inh
Cc1c(NC(=O)/C(C#N)=C/c2ccccc2)c(=O)n(-c2ccccc2)n1C | -4 | -3 | -1 | 0 | -2.1 | 1 | 6 | 0.1 | 11 | -5 | 7
CN(C)CCn1c2c(c(SCC(=O)NCc3ccccc3)nc1=O)CCC2 | -3 | -7 | -12 | 0 | -1.1 | -6 | -1 | 1.2 | 7 | -8 | -7
CCOc1ccc(NC(=S)NC(C)C(c2ccccc2)N2CCN(C)CC2)cc1 (configuration not stated) | 2 | -2 | -7 | 4 | -0.6 | -2 | 1 | 1.5 | x | -7 | -8
Cc1ccnc(NS(=O)(=O)c2ccc(NC(=O)c3cc(-c4ccc(Br)cc4)nc4ccccc34)cc2)n1 | -3 | -9 | -1 | 3 | 1.1 | -7 | -3 | 1.5 | -6 | 23 | -12

(cont.)
SMILES | Keap1 Nrf2 FP | dFosB act | Cardiac RTF inh | NSD2 inh | CDK5 p35 inh | Rtt109 HAT inh | RTF Ca sens act | C-LANA FP | PfHsp90 yeast 2 | Mot1-301 SUMO | PvdQ inh
CC(=O)Nc1ccc(S(=O)(=O)NC(CC(=O)NCCCN2CCOCC2)C(C)C)cc1 (configuration not stated) | -4 | -4 | 3 | -1 | 0.4 | -1 | -2 | 0.7 | -8 | 335 | -2
O=C(COC(=O)c1ccc(S(=O)(=O)N2CCCCC2)cc1)NCc1ccc(F)cc1 | 2 | -4 | 0 | 21 | 0.6 | -4 | -9 | -0.4 | -21 | x | 3
O=C1NC(c2ccccc2)(C(F)(F)F)SC2=NCCCN12 (configuration not stated) | -3 | 5 | -9 | 0 | 0.5 | -5 | 5 | 1.7 | -2 | 23 | -7
CCOc1ncccc1C(=O)OCC(=O)NC1CC1 | 0 | -2 | 8 | 15 | -2.2 | x | -3 | -0.7 | 4 | 16 | 2
CCc1ccc(-c2nc(CN3CCC(C(=O)N4CCN(c5ccccn5)CC4)CC3)c(C)o2)cc1 | 5 | -5 | 0 | 3 | -3.1 | 6 | -2 | -2.2 | x | -23 | -8
N/C(=N\OS(=O)(=O)c1ccc2ccccc2c1)c1ccncc1 | -2 | -4 | -6 | 0 | -0.6 | -5 | 0 | -0.5 | -8 | 1 | -16
O=C(Nc1ccc2c(c1)C(=O)NC2=O)c1cccc(Cl)c1 | -1 | 25* | -10 | x | -1.5 | -2 | -2 | 1.3 | -40 | 4 | -12
Cc1csc(NC(=O)C(CC(C)C)NS(=O)(=O)c2ccc3c(c2)oc(=O)n3C)n1 (configuration not stated) | -1 | -5 | -9 | x | 0.7 | -8 | 0 | 0.9 | 10 | 1 | -13
CN(C)C/C=C/C(O)(c1ccccc1)c1ccccc1 | -1 | -5 | -5 | 7 | 1.0 | -8 | -4 | 0.2 | 9 | -6 | 11
CCC(=O)NC(=S)Nc1cccc(NC(=O)c2ccccc2)c1 | 1 | -5 | -5 | x | 2.9 | -2 | 0 | 1.6 | 9 | 3 | -6

Next records follow.
SMILES | Keap1 Nrf2 FP | dFosB act | Cardiac RTF inh | NSD2 inh | CDK5 p35 inh | Rtt109 HAT inh | RTF Ca sens act | C-LANA FP | PfHsp90 yeast 2 | Mot1-301 SUMO | PvdQ inh
Cc1ccnc(NS(=O)(=O)c2ccc(-n3cccn3)cc2)c1 | -1 | -16 | -1 | 1 | -0.2 | -15 | 3 | 0.8 | 3 | -1 | -4
COCCn1c(SCC(=O)NCc2ccccc2)nnc1-c1ccco1 | -3 | 2 | 3 | -2 | -2.9 | -5 | 3 | -2.6 | x | 9 | -5
CC1CCCC(C)N1/N=C/c1ccc(C#N)cc1 (configuration not stated) | -7 | 1 | 0 | 0 | -1.6 | -1 | 3 | -0.2 | 0 | -6 | -5
Cc1nc(SCC(=O)Nc2ccc(Cl)cc2[N+](=O)[O-])nc(C)c1C | 0 | -2 | -4 | 15 | 0.5 | 3 | 2 | -2.1 | 5 | 0 | 4
COc1ccc2c(c1)CCN(C(=O)CCl)C2C1C(=O)CCCC1=O (configuration not stated) | -3 | 3 | 4 | -2 | 1.5 | 0 | 1 | -0.6 | -22 | -9 | -10
CCN1CCN(Cc2ccc(NC(=O)c3cc(NC(=O)C4=NN(c5ccccc5)C(=O)C4)cc(OC)c3)cc2C(F)(F)F)CC1 | -3 | 60* | -2 | x | 1.2 | -8 | -11 | 2.0 | -37 | -3 | -9
CCN(CC(=O)Nc1ccc(NC(C)=O)cc1)c1ccc(C(F)(F)F)cn1 | -4 | -8 | 10 | 0 | -0.5 | -5 | 3 | 0.3 | -11 | -1 | 11
O=C(CCC1CCCN(Cc2ccc3c(c2)OCCO3)C1)NCc1ccc(F)c(F)c1 (configuration not stated) | -2 | -2 | 2 | -1 | 0.1 | 5 | -8 | -0.1 | x | 66 | 1
COc1cccc(-c2cc3nc4c(c(N5CCC6(CC5)OCCO6)n3n2)CCC4)c1 | -5 | -14 | -8 | -1 | -7.3 | -16 | 5 | 1.2 | 32 | x | -6
Cn1c(=O)[nH]c2nnc(-c3ccc(Cl)c(Cl)c3)nc2c1=O | -1 | -8 | -7 | 107* | 0.3 | 0 | -1 | 1.3 | -7 | -1 | -19

Random excerpt: two entries already listed, in no set order.
SMILES | Keap1 Nrf2 FP | dFosB act | Cardiac RTF inh | NSD2 inh | CDK5 p35 inh | Rtt109 HAT inh | RTF Ca sens act | C-LANA FP | PfHsp90 yeast 2 | Mot1-301 SUMO | PvdQ inh
COc1ccc2c(c1)CCN(C(=O)CCl)C2C1C(=O)CCCC1=O (configuration not stated) | -3 | 3 | 4 | -2 | 1.5 | 0 | 1 | -0.6 | -22 | -9 | -10
CC1CCCC(C)N1/N=C/c1ccc(C#N)cc1 (configuration not stated) | -7 | 1 | 0 | 0 | -1.6 | -1 | 3 | -0.2 | 0 | -6 | -5

New compounds follow
SMILES | Keap1 Nrf2 FP | dFosB act | Cardiac RTF inh | NSD2 inh | CDK5 p35 inh | Rtt109 HAT inh | RTF Ca sens act | C-LANA FP | PfHsp90 yeast 2 | Mot1-301 SUMO | PvdQ inh
Cc1cc(/C=C(\C#N)C(=O)NCC2CCCO2)c(C)n1-c1ccc(Cl)cc1 (configuration not stated) | -2 | -7 | 1 | 3 | -2.0 | 0 | -2 | -3.3 | -3 | -6 | -1
CC(C)CNC(=O)c1ccc(COc2ccc(Cl)cc2Cl)o1 | -9 | -11 | 3 | -2 | -1.8 | 20 | 7 | 1.3 | -42 | 7 | -3
CCN(CC)S(=O)(=O)c1ccc(N2CCOCC2)c(NC(=O)CC(C)(C)C)c1 | 2 | -6 | 2 | -2 | -1.0 | 1 | 1 | -0.5 | -24 | -3 | 1
CC(C)Cc1nc(SCc2cccnc2)c2c(=O)n(C)c(=O)n(C)c2n1 | 5 | -13 | 1 | -7 | -0.6 | -4 | 4 | -0.7 | 29 | -15 | 7
CNC(=S)N(CCCO)Cc1cc2cc3c(cc2[nH]c1=O)OCO3 | -1 | -5 | -6 | 1 | 0.9 | 7 | -3 | -0.4 | -20 | -1 | 29
Cc1ccc(CC2S/C(=N/c3ccccn3)NC2=O)cc1 (configuration not stated) | -4 | -7 | -4 | 4 | 0.3 | 4 | 8 | 0.1 | -24 | 10 | -13
N#Cc1cc(C(=O)c2cc(Br)ccc2O)cn(C2CCCCC2)c1=O | -3 | -5 | -7 | 1 | -2.2 | -7 | -1 | 1.5 | -22 | -17 | -10
O=C(Cn1cnc2ccccc2c1=O)NCc1ccco1 | -2 | -2 | -3 | -1 | -1.1 | 11 | 11 | 2.5 | -9 | 150 | -3
CCN(CC(=O)Nc1cc(Cl)ccc1C)C(=O)C1CC1 | 0 | -1 | -7 | -1 | -1.1 | -6 | -3 | -0.3 | -2 | 1 | -8
COc1ccccc1-c1cc(C(=O)N/N=C/c2cccs2)c2ccccc2n1 | 0 | -6 | 2 | 11 | 1.0 | 13 | -4 | -0.9 | 11 | -8 | -6
C/C(=N\Nc1ccccc1[N+](=O)[O-])c1ccc(N2CCOCC2)cc1 | 2 | -8 | -25 | -2 | 1.7 | -3 | 7 | 0.9 | 0 | -5 | -13
CCCCn1c2nc3ccccc3nc2c2c(=O)n(C(C)CC)cnc21 (configuration not stated) | -2 | -7 | -13 | -2 | -0.4 | 0 | 15 | 0.5 | -3 | -14 | -25
